GRP78 ERSR act: inducers of ER stress response in human glioma cells | U87-MG GRP78 promoter luciferase reporter, 16 h | Potency, µM, inactives show at the top dose activation, hits mostly activators | 420,000 compounds, 0.02% hits | AID 602332; further: potency means the concentration at half of the fitted maximal effect; series mostly up to about 76 µM; % of control where 0% means no effect; nearly all actives have a fitted effect of over 35% in size
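ERSR induction read as luciferase luminescence (Bright-Glo, 10 min at room temperature) in stably transfected human U87-MG glioma cells exposed to compounds for 16 h, using GRP78 as sensor.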
PI4K2A inh: blocks human PI4K2A kinase activity. Q9BTU6. purified PI4K2A, ADP-Glo luminescence, 1 h; hits give low values. activity change, negative = inhibition, % at 76.9 µM. 420,000 compounds, 0.13% hits. AID 1346378; in the data active means activity change below about -50%; inconclusive means mostly about -30% to -49%;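 further: -100% = wells without enzyme as full effect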
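ADP-Glo luminescence measured ADP generated by PI4K2A enzyme (4 ug/mL before mixing) with 1.2 mM PI substrate (pre-mix) and 300 microM ATP (pre-mix). Tris pH7.5 buffer with MgCl2, Triton X-100; 1 h reaction at ambient temperature.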
Vif-APOBEC3G blk: inhibitors of Vif-APOBEC3G interaction | Potency, µM (doses to about 46.1 µM), for inactives: top-dose activity, negative = active, most hits filed as inhibitors | HeLa A3G-eYFP + Vif (tagged APOBEC3G with the HIV-1 protein that degrades it), YFP fluorescence, overnight | 410,000 compounds, 0.076% hits | Q9HC16 | AID 602310;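 further: potency means the concentration at half of the fitted maximal effect; on the % scale 0 is the no-effect control and ±100 the full control effect; nearly all actives have a fitted effect of over 60% in size; hits raise eYFP signal because A3G escapes Vif-driven loss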
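HeLa cells stably expressing Vif and C-terminally eYFP-tagged A3G, seeded overnight at 37 deg C, then exposed to compound by pintool overnight at 37 deg C. Rise in yellow fluorescence (Ex 488/Em 500-530, Acumen) marks blocked Vif-driven A3G degradation.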
LDHA block: inhibitors of human lactate dehydrogenase A; P00338; purified LDHA, NADH/diaphorase-resazurin fluorescence; hits give low values; activity change, % (values are at about 110 or 230 µM); 480,000 compounds, 0.15% hits; AID 1347041; in the data active means activity change below about -30%; inconclusive means mostly about -25% to -30%;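 further: plate controls were DMSO wells for no effect and wells without enzyme for full effect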
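Human LDH5 (2 nM) was incubated with 0.06 mM NADH and 0.2 mM pyruvate for 5 min at room temperature in Tris pH 7.4. Remaining NADH was coupled through diaphorase/resazurin, and resorufin fluorescence was read at 0 and 20 min.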
mIDH1 inhibitor: inhibitors of human mutant IDH1 R132H; O75874; IDH1-R132H enzyme, NADPH consumption, diaphorase/resazurin fluorescence; Potency, µM (titrated, usually from 76.6 µM), inactives show top-dose activity change, negative = inhibition, actives largely listed as inhibitors; 390,000 compounds, 0.093% hits; further: potency means the concentration at half of the fitted maximal effect; on the % scale 0 is the no-effect control and ±100 the full control effect; nearly all actives have a fitted effect of over 65% in size
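IDH1-R132H (0.5 ug/mL dispensed) in pH 7.5 Tris buffer was preincubated 30 min with compound, then given a substrate mix of 0.016 mM NADPH and 2 mM alpha-KG for 80 min at room temperature; remaining NADPH was read by diaphorase/resazurin fluorescence.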
USP1 inh: USP1/UAF1 (human) deubiquitinase inhibition; 390,000 compounds, 0.23% hits; recombinant USP1/UAF1, Ub-Rhodamine cleavage fluorescence; Potency, µM (titrated, usually from 57.1 µM), for the others: top-dose activity change, negative = inhibition, actives largely listed as inhibitors; AID 743255; O94782; further: potency means the concentration at half of the fitted maximal effect; on the % scale 0 is the no-effect control and ±100 the full control effect; nearly all actives have a fitted effect of over 60% in size; inactives centre near -12
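In this screen, compounds sit with the deubiquitinase complex (1nM) for 15 min at room temperature before Ub-Rho is added at 150nM final. Fluorescence rise is then followed for 6 reads every 60 seconds.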
TrxR1 substrate: rat thioredoxin reductase 1 substrate activity | O89049 | purified TrxR1 substrate turnover, NADPH consumption readout | Potency, µM (doses to about 114 µM), inactives show at the highest dose activity change, negative = substrate turnover | 390,000 compounds, 0.01% hits; further: potency means the concentration at half of the fitted maximal effect; on the % scale 0 is the no-effect control and ±100 the full control effect; nearly all actives have a fitted effect of over 50% in size
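Rat TrxR1, dispensed at 90 nM, was prereduced with 400 uM NADPH (final) for 5 min at ~22 deg C, then incubated with compound 15 min before 400 uM selenite. A first-read NADPH fluorescence drop versus no-compound background flagged substrates.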
Vif-A3F inh: inhibitors of Vif-A3F interaction; HeLa A3F-eYFP + Vif (tagged APOBEC3F with the HIV-1 protein that degrades it), YFP fluorescence increase; Potency, µM (top dose mostly 46.1 µM), for inactives: at the top dose activity, negative = active; 390,000 compounds, 0.2% hits; AID 602313; further: potency means the concentration at half of the fitted maximal effect; % of control where 0% means no effect; nearly all actives have a fitted effect of over 65% in size
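Fluorescence increase (Ex 488/Em 500-530) after overnight compound treatment at 37 deg C flags inhibition of Vif-driven A3F-eYFP loss in stable HeLa A3F-eYFP/Vif cells seeded overnight beforehand.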
RXFP1 ag: activates the human relaxin receptor RXFP1. HEK293T-RXFP1 cAMP TR-FRET, 30 min; response scale: percent of porcine relaxin response, buffer zero. Potency, µM (doses to about 57.5 µM), without a hit: top-dose activation, usual class: activators. 370,000 compounds, 0.3% hits. AID 2676; further: potency means the concentration at half of the fitted maximal effect; on the % scale 0 is the no-effect control and ±100 the full control effect; nearly all actives have a fitted effect of over 60% in size; many of its hits are not listed in these tables
Target sequence (Q9HBX9 whole entry, looked up): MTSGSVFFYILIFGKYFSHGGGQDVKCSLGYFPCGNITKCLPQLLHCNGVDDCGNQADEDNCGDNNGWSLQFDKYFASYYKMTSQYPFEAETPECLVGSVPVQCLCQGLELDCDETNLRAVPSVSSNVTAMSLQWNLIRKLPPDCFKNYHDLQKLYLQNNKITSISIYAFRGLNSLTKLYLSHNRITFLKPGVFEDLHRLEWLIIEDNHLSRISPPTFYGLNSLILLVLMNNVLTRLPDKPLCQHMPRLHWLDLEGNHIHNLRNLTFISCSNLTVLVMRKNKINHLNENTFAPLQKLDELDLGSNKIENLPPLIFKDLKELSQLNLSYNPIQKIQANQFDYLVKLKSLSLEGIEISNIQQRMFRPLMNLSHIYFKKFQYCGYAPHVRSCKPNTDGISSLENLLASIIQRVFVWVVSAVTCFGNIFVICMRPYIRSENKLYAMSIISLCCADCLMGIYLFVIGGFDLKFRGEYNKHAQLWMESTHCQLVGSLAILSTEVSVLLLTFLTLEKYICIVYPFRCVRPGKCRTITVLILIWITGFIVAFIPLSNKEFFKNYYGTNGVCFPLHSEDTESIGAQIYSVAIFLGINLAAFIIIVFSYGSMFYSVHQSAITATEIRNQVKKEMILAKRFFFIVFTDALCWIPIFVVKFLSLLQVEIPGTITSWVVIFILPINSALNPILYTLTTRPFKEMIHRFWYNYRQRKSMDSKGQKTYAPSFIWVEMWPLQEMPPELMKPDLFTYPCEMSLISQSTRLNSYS
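cAMP rise read by TR-FRET after 30 min, 37C compound exposure (up to 58 uM) in RXFP1-transfected HEK293 cells with Ro 20174 present. EC50 from Hill-equation fits, with 29 nM porcine relaxin as 100% and buffer as basal.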
Active calls of the source: *; ? = inconclusive; . = not tested or not shown; [ ] = remark or other dose. Unless noted, the call rests on the fitted dose curve; in most records, active means well fitted curve in the direction sought with a large enough effect; inconclusive means small, poorly fitted or top-dose-only effect, or another doubt; inactive means no such curve, though single readings can be large; an effect the other way counts as inactive or inconclusive. Not all compounds are listed, so the mix of outcomes need not match the whole.

item	structure	GRP78 ERSR act	PI4K2A inh	Vif-APOBEC3G blk	LDHA block	mIDH1 inhibitor	USP1 inh	TrxR1 substrate	Vif-A3F inh	RXFP1 ag
1	COc1ccc(N(CC(=O)N/N=C/c2ccc(-c3ccc([N+](=O)[O-])cc3)o2)S(=O)(=O)c2ccc(C)cc2)cc1Cl	-1.6%	2.5	-0.8%	-3.4	-0.1%	-17.8%	-15.2%	?	5.2%
2	COc1ccc(C(=O)Nc2cccc(-c3nnc(-c4ccco4)o3)c2)cc1	-2.7%	3.5	-9.5%	-1.6	10.5%	-12.3%	6.7%[57.1 µM]	5.9%	0.2%
3	Cn1c(=S)c2[nH]c(SCCN)nc2n(C)c1=O	-4.7%	-1.9	4.8%	-1.2	-4.0%	-7.8%	6.8%[11.4 µM]	6.6%	.
4	C=CCN(CC=C)CCOc1cccc(Oc2ccccc2)c1	-0.5%	1.8	-0.6%	-19.1	-2.4%	-5.2%	-1.6%	-9.1%	0.4%
5	N#C/C(=C\c1ccc(OCc2ccc(Br)cc2)cc1)C(=O)Nc1cccc(C(=O)O)c1	-1.2%	-1.2	0.1%	-3.3	0.6%	9.6%	1.8%[57.1 µM]	-3.9%	0.3%
6	COc1cccc(NS(=O)(=O)c2ccc3c(c2)[C@H]2C=CC[C@H]2[C@@H](c2ccccc2Cl)N3)c1	12.7%	-2.9	-1.3%	0.8	3.6%	-9.9%	6.0%	?	2.5%
7	N#Cc1ccc(CSc2ccc(S(=O)(=O)N3CCCCCC3)cn2)cc1	-4.1%	-0.4	-0.5%	-0.7	4.3%	-16.0%	-2.6%	7.3%	0.3%
8	COc1ccc(Cc2nnc(SCc3nc4ccccc4c(=O)[nH]3)o2)cc1	-3.3%	0.6	-6.8%	-7.3	2.1%	-23.2%	5.8%	-0.1%	0.7%
9	O=C(CSc1nnc(CNc2ccc(F)cc2)o1)N1c2ccccc2Sc2ccccc21	-4.4%	-2.5	3.2%	-2.3	0.8%	-6.9%	-4.4%	-4.9%	-0.6%
10	COc1ccc(/C=C2\Oc3cc(OCC(=O)N4CCC(C(=O)O)CC4)ccc3C2=O)c(OC)c1	0.0%	-1.7	-2.9%	1.6	-2.0%	?	-8.6%	3.0%	4.0%
11	CC(N)C(=O)NC(C(=O)N1CCCC1C(=O)NC(c1ccccc1)c1ccccc1)C(C)C (configuration not stated)	-4.9%	-2.4	1.6%	-3.0	-3.5%	-2.9%	-2.9%[57.1 µM]	-0.2%	1.0%
12	Cc1ccc(C)c(N2CCN(Cc3nnnn3C3CCCCC3)CC2)c1	-3.2%	0.8	-0.9%	4.0	3.7%	-6.2%	4.4%[57.1 µM]	-4.0%	-2.1%
13	Cc1ccc(S(=O)(=O)CCC(=O)Nc2ccc3nc(C)sc3c2)cc1	-0.3%	-2.5	8.9%	-0.7	1.7%	-19.9%	-1.7%	2.7%	-0.9%
14	O=C(Cc1ccccc1)Nc1c(C(=O)N2CCN(c3ccc(F)cc3)CC2)oc2ccccc12	0.2%	-7.9	0.8%	0.6	-5.3%	?	3.7%	-4.7%	0.3%
15	Cc1ccc([C@H]2N[C@]3(CCCN(CC4CCCCC4)C3=O)[C@H]3C(=O)N(Cc4ccccc4)C(=O)[C@@H]23)cc1	1.3%	-8.7	2.3%	0.3	4.0%	-13.8%	.	0.5%	.
16	c1ccc(COn2nnc3ccccc32)c(COn2nnc3ccccc32)c1	2.1%	-0.8	-4.2%	1.6	14.6%	-4.8%	-7.7%	12.7%	?
17	O=C(Cn1cc[n+](CC(=O)c2ccc(Cl)cc2Cl)c1)c1ccc(Cl)cc1Cl	-3.5%	-15.9	-7.2%	1.3	5.4%	-17.3%	8.1%	-17.7%	-0.8%
18	CC(=O)CC(C)(C)n1nnc(-c2ccccc2)n1	2.2%	-3.4	-0.5%	0.4	-2.3%	-13.0%	-11.1%	-0.3%	1.5%
19	CCOc1ccc(CC(=O)N2CCC3(CC2)NCCc2[nH]cnc23)cc1	-1.2%	3.1	-2.6%	-6.8	-10.1%	-5.1%	-2.0%	-0.1%	0.6%
20	CC1CCCCC1NC(=O)C1CCC(CNc2c(N3CCCCC3)c(=O)c2=O)CC1 (configuration not stated)	-6.1%	2.8	2.2%	-6.7	2.4%	-4.2%	-7.9%	-12.4%	0.0%
21	COc1ccccc1-c1nnc(SC)n1C	-4.1%	1.8	0.3%	0.5	8.1%	-23.5%	1.5%	3.4%	-1.4%
22	COc1ccccc1NC(=S)Nc1cccc(F)c1	2.6%	-9.8	-2.1%	-6.8	0.0%	-28.3%	2.7%	-3.5%	0.5%
23	CCOc1cc(C)ccc1OCc1nnc(SCC(=O)c2cccc([N+](=O)[O-])c2)n1CC	-1.9%	-1.1	-3.9%	-4.4	-1.8%	10.0%	7.1%	-16.6%	-3.8%
24	O=C(c1ccccc1)C1CCN(c2ncccc2[N+](=O)[O-])CC1	1.8%	2.0	-1.8%	-0.6	6.3%	-22.3%	5.1%[57.1 µM]	-15.1%	-0.3%
25	O=C(O)c1ccc2c(c1)C(=O)N(CCCCCCCN1C(=O)c3ccc(C(=O)O)cc3C1=O)C2=O	-1.5%	-1.2	3.6%	-4.5	-4.0%	-32.7%	0.0%	-23.3%	0.4%
26	Cc1ccc(NC(=O)C(=O)NCC2CCCN2S(=O)(=O)c2cccs2)c(C)c1 (configuration not stated)	-1.1%	4.6	0.5%	-5.6	2.6%	-5.0%	-8.7%	-21.9%	-1.4%
27	COC(=O)c1ccc(Cn2cc(Cl)cn2)cc1	-0.8%	3.5	0.0%	-17.3	0.9%	1.5%	6.0%[57.1 µM]	0.5%	0.2%
28	COCCCNS(=O)(=O)c1ccc2c(c1)OCCO2	-2.5%	3.3	2.6%	-8.9	0.0%	0.8%	-9.4%	1.3%	0.5%
29	Cc1nc(CC(=O)c2c(C)cc(O)cc2O)cs1	2.2%	-1.1	-0.3%	0.9	14.5%	4.4%	2.6%	0.8%	2.9%
30	Cn1nc2c3ccccc3n(Cc3ccccc3)c2nc1=S	9.2%	0.5	1.8%	2.2	-2.6%	-4.4%	-1.1%	15.9%	8.6%
31	O=C(CCN1CCN(c2ccc(Cl)cc2)CC1)Nc1nccs1	-3.6%	-2.0	-0.2%	0.9	-8.6%	-8.5%	21.6%[57.1 µM]	2.1%	3.0%
32	C#CCOCCOCCOCCNc1nc(N2CCN(C(=O)C([C@@H](C)CC)n3cc(C(N)Cc4ccc(O)cc4)nn3)CC2)nc(N2CCN(C(=O)[C@H](CCC(=O)O)n3cc(C(N)Cc4ccc(O)cc4)nn3)CC2)n1 (some centres not stated)	-3.4%	-0.7	1.2%	-6.6	9.7%	-17.5%	-7.4%	-10.0%	4.7%
33	Cc1ccc(S(=O)(=O)Nc2ccc(-c3nnc(SCC#N)n3C)cc2)cc1	1.5%	-1.9	-0.9%	-3.9	-0.2%	3.8%	-4.7%	7.3%	1.2%
34	O=C(O)Cn1cc(C(=S)N2CCCCC2)c2ccccc21	1.6%	-0.8	-0.8%	-2.3	11.1%	-24.7%	2.7%	-1.6%	0.1%
35	Cc1ccccc1C1CC(c2ccc(F)cc2)Nc2nc(N)nn21 (configuration not stated)	1.6%	0.5	-1.8%	-1.3	-3.0%	-5.7%	-12.2%	-3.6%	7.7%
36	O=C1COc2ccc3ccccc3c21	1.1%	8.3	1.7%	-4.4	-2.8%	-4.9%	12.5%[57.1 µM]	11.8%	0.0%
37	Nc1c(C(=O)c2ccc(Cl)cc2)oc2ccccc12	3.7%	3.4	-2.4%	-0.4	5.9%	1.9%	-9.9%	-2.4%	6.0%
38	CCN(CC)S(=O)(=O)c1ccc(C(=O)Nc2cc(C)cc(C)c2)cc1	-1.1%	-3.3	-0.5%	0.6	2.5%	-9.4%	-1.9%	6.1%	2.8%
39	Cc1ccc(-c2cc(C(=O)NC3CCCC3)no2)cc1	-2.9%	-5.5	4.3%	-9.7	-0.8%	-13.0%	0.7%	-6.4%	1.1%
40	CC(C)CN(C(=O)c1cccc([N+](=O)[O-])c1)c1c(N)n(CC(C)C)c(=O)[nH]c1=O	-1.9%	1.8	0.5%	-6.7	1.8%	-16.0%	12.4%[57.1 µM]	-6.6%	2.7%
41	CCn1c(=O)c(C(=O)NCCc2ccc(Cl)cc2)c(O)c2ccccc21	0.5%	9.5	1.0%	-7.0	-10.9%	-15.4%	-1.2%	3.7%	1.2%

Compound activity deposited in PubChem BioAssay by National Center for Advancing Translational Sciences (NCATS).
